# PP1 inh = PP1-alpha (human) inhibition in PP5 counter-screen; inhibition, % at 6.7 µM; hit rate 0.9% among 320,000; AID 2235; purified PP1alpha, OMFP fluorescence;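 active = inhibition above the mean inhibition of all tested compounds plus 3 SD, computed separately for each screening campaign, cut at about 15% in these data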
# core dimer inh = HCV core protein dimerization inhibition; TR-FRET GST/Flag-core106 dimerization, 1536-well; inhibition, % at 5 µM; hit rate 0.33% among 300,000;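 active = inhibition above the mean of all tested compounds plus 3 SD, set per screening campaign, cut at about 45% in these data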
#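 Assay system: Tagged HCV core106 pair (GST and Flag) | Buffer or medium: KF-containing HEPES buffer, pH 7.45, DTT, CHAPS, BSA | Also added: Eu donor and XL665 acceptor anti-tag antibodies | Dosing: One concentration, 5 µM, in 0.5% DMSO | Timing: 4 h at 22.5 °C | Technique: TR-FRET 671 and 617 nm emission | Repeats: Singlicate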
# GASC-1 inh = human JMJD2C demethylase inhibition; inhibition, % at 2.35 µM; hit rate 0.069% among 330,000; GST-JMJD2C(1-420) H3K9me3 demethylation, DELFIA europium; Q9H3R0;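 active = more than half of a compound's replicate wells show inhibition beyond 50%, single wells judged on their own value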;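 also: signal counts dimethyl H3K9 product captured on neutravidin plate; 0% = median of DMSO wells and 100% = 0.3 times that DMSO median; strong numbers were not always called active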
# Target sequence (Q9H3R0 1-420 limits assumed): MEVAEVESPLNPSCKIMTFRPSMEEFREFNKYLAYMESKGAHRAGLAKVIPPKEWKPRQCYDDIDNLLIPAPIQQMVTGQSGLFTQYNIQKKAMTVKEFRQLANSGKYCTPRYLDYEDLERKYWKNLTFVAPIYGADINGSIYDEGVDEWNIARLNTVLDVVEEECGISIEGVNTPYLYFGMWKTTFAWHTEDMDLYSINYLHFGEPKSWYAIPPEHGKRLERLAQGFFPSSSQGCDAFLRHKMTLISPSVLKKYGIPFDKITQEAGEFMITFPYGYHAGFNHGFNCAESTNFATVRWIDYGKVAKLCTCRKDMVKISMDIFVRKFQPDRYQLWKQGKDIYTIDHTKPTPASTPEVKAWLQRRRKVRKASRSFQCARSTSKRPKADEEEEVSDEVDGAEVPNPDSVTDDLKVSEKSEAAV
# CTSL1 counter = cathepsin L1 inhibition, PFM18AAP counter-screen | recombinant F. hepatica cathepsin L1, Z-Leu-Arg-MCA fluorescence | hit rate 0.49% among 300,000 | inhibition, % at 5.96 µM;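 active = inhibition above the mean of all tested compounds plus 3 SD, set per screening campaign, cut at about 17% in these data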;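 also: 0% = plate median of test compound wells and 100% = 1 µM Z-Phe-Ala-diazomethylketone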
# Efflux pump inh = inhibitors of Candida antifungal efflux pumps expressed in yeast. S. cerevisiae Candida pump triplex, Nile Red efflux. hit rate 0.44% among 330,000. inhibition, % at 10 µM;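 active = plate passing quality check with inhibition over a set limit, or well fluorescence over plate mean plus 4 SD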;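 also: Nile Red retained in pooled yeast measured as flow cytometry median fluorescence; 0% = buffer negative control and 100% = Enniatin B positive control; higher means more Nile Red kept so more efflux inhibition; some compounds called inactive have numbers as strong as hits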
# procasp7 counter = counter-screen for procaspase-3 activators: activators of human procaspase-7 | AID 463210 | P55210 | hit rate 0.093% among 330,000 | activation, % at 8.5 µM | recombinant procaspase-7, Ac-DEVD-pNA absorbance 405 nm; D23A/D198A/D206A triple mutant, cannot self-cleave; scale: DMSO 0, 5 µM enzyme 100;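 active = percent activation above the screen-wide mean plus 3 SD, cut at about 25% in these data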
# Target sequence (P55210 whole entry D23A/D198A/D206A): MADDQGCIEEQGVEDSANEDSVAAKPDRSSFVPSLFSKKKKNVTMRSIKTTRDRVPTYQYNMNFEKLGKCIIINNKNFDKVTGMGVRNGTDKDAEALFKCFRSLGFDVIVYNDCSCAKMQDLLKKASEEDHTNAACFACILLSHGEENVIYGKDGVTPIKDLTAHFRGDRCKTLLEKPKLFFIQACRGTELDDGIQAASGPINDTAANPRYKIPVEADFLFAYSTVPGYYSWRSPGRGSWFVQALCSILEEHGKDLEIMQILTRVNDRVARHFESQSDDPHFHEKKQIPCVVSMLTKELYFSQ
#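 Material: Procaspase-7 triple mutant (PC-7 D3A) | Quantity: 2 µM procaspase-7 mutant as dispensed | Reagent: DEVD-pNA substrate | Times: 1 h preincubation, 2 h reaction | Technique: 405 nm absorbance of p-nitroaniline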
# TPT1 inh = inhibitors of Candida albicans tRNA 2'-phosphotransferase TPT1; inhibition, % at 5 µM; hit rate 0.81% among 300,000; AID 1962; recombinant caTPT1, FP RNA substrate dephosphorylation;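 active = inhibition above the mean of all tested compounds plus 3 SD, set per screening campaign, cut at about 24% in these data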;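 also: plate controls were DMSO alone for no effect and ferristatin control at 100 nM for full effect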
# procasp3 activ = procaspase-3 (human) activation; recombinant procaspase-3 D3A, Ac-DEVD-pNA absorbance 405 nm; activation, % at 8.5 µM; hit rate 0.11% among 330,000;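 active = activation above the mean of all tested compounds plus 3 SD, cut at about 21% in these data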;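 also: 0% = DMSO alone and 100% = DMSO wells spiked with extra 5 µM PC-3 D3A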
# Target sequence (P42574 whole entry D9A/D28A/D175A): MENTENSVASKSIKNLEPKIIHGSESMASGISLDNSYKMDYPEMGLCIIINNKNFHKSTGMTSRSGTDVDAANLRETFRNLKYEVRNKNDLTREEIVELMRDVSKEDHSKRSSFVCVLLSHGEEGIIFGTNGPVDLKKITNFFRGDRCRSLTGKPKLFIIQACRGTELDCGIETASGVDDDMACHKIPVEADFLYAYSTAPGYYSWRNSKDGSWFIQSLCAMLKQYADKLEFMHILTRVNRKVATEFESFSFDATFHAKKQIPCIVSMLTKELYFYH
#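 Technique: 405 nm absorbance of p-nitroaniline, reads at 0 and 120 min; Test system: Procaspase-3 D3A mutant; Incubation: 1 h enzyme-compound preincubation, then 2 h substrate reaction, 25 °C; Repeats: singlicate, each compound tested once; Benchmarks: low control DMSO wells, high control DMSO plus 5 µM PC-3 D3A.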
# PP5 inh = blocks human protein phosphatase 5 activity; P53041; purified PP5c, OMFP substrate fluorescence; inhibition, % at 6.7 µM; hit rate 0.18% among 320,000; AID 1987;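 active = inhibition above the campaign's mean inhibition across all tested compounds plus 3 SD, cut at about 9.5% in these data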;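 also: 0% = DMSO only and 100% = 100 µM cantharidin control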
# The depositor's hits bear a star; / = not tested or not shown; & = joins results of further samples.
SMILES,PP1 inh,core dimer inh,GASC-1 inh,CTSL1 counter,Efflux pump inh,procasp7 counter,TPT1 inh,procasp3 activ,PP5 inh
CCOC(=O)C(=O)Nc1ncc(Cl)s1,-1,-1,2,-2,0.0,3,-5,-12,-0.9
O=C(Nc1ccc(-c2nc3ccccc3o2)cc1)c1cc(-n2cnnc2)ccc1Cl,3,6,4,0,0.0,-3,2,-3,4.8
CC(=O)N1CCC(=O)Nc2ccc([N+](=O)[O-])cc21,0,-6,-1,0,-0.1,14,-3,0,-2.1
CN(C)CC(O)CN(c1ccccc1)c1ccccc1 (stereo unspecified),-2,-1,-3,7,0.1,-1,-3,0,2.2
Cc1ccc(C(c2nnnn2CS(=O)(=O)c2ccc(C)cc2)N2CCC(C)CC2)cc1 (stereo unspecified),7,19,1,0,0.0,3,-5,-9,2.9
CC(=O)NC1CC2CCCC(C1)N2S(=O)(=O)c1cccc(F)c1 (stereo unspecified),-3,-4,-11,-1,0.0,-13,1,2,-3.5
Cc1ccc(N/N=C(\C#N)C(=N)N2CCCCC2)cc1,-10,-12,5,2,-0.1,-10,3,-8,1.4
CC(C)(C)c1ccc(C(=O)N2CCCC2)s1,8,-1,-2,-5,0.0,2,1,-8,0.3
CSCCC(NS(=O)(=O)c1ccc2c(c1)oc(=O)n2C)C(=O)NCc1ccc(C)cc1 (stereo unspecified),2,-1,0,-4,-0.2,7,-2,-5,0.0
CC1CCCC(NC(=O)NC(=O)COC(=O)C2=NN(c3ccccc3)C(=O)CC2)C1C (stereo unspecified),-1,/,/,/,-0.1,12,/,-5,0.3
CCCCN1C2CCCC1CC(NC(=O)C1CCCCC1)C2 (stereo unspecified),-4,-6,1,-4,0.7,7,6,6,2.4
N/C(=N\OC(=O)c1ccc(Cl)cc1[N+](=O)[O-])c1cccnc1,-2,4,4,-1,0.0,-1,2,7,-2.1
FC(F)(F)c1ccccc1NC(=S)NN1CCOCC1,-3,-3,0,-1,0.0,8,-2,8,2.1
Cc1cc(C)cc(C(=O)NCC(=O)OCN2C(=O)c3ccccc3C2=O)c1,-1,/,-6,/,0.2,10,/,4,2.2
CCOC(=O)c1c(-c2ccccc2)csc1NC(=O)CSc1nncs1,0,3,1,3,0.2,7,2,10,2.9
CN(C)C(=O)c1c2c(nc3ccccc13)CCCC2,-15,1,-2,0,0.1,1,-5,-3,4.8
O=C(c1ccccc1NS(=O)(=O)c1ccc(Br)s1)N1CCCC1,1,5,-9,-2,0.1,4,3,-3,0.6
COc1cc(/C=N/NC(=O)c2cc[n+]([O-])cc2)ccc1O,-2,-12,1,2,-0.2,0,-1,-3,-1.8
Cc1ccc(Cn2nnnc2CN2CCC(O)(c3ccccc3F)CC2)cc1,0,1,10,-1,0.1,-10,2,7,3.5
COC(=O)Cn1c(=O)n(CCc2ccccc2)c(=O)c2c3c(sc21)CCCC3,-3,4,-7,-1,0.0,-1,-2,3,3.0
O=C(CNc1ccc(F)cc1)c1ccccc1,-2,4,5,1,0.1,2,2,11,3.4
COc1ccc(CN(C(=O)c2snc(C(N)=O)c2N)C(CC(C)C)C(=O)NC2CCCCC2)cc1 (stereo unspecified),-1,5,-3,4,0.0,2,-1,0,2.9
O=C(O)CCC(=O)N1N=C(c2ccc(Br)cc2)CC1c1cccc(Br)c1 (stereo unspecified),-1,15,8,0,0.0,2,-2,1,1.8
OC1(c2cccc(C(F)(F)F)c2)CCNCC1,-1,-3,10,-5,0.1,-8,1,6,1.9
CC1CCN(C(CNS(=O)(=O)c2ccccc2)c2ccccc2)CC1 (stereo unspecified),0,/,7,/,-0.1,0,/,2,0.2
SMILES,PP1 inh,core dimer inh,GASC-1 inh,CTSL1 counter,Efflux pump inh,procasp7 counter,TPT1 inh,procasp3 activ,PP5 inh
Cc1ccc(NCc2nnc(SCC(=O)NCc3ccco3)n2CC2CCCO2)c(C)c1 (stereo unspecified),2,-6,-14&0,-1,-0.2,-6,-9,2,0.3
Cc1ccc(NC(=O)CN2c3cccc4cccc(c34)S2(=O)=O)cc1S(=O)(=O)N1CCOCC1,3,12,7,0,-0.1,-3,2,-2,3.0
COc1ccc(Cl)cc1NC(=O)CN(C)CC(=O)NCc1ccc(F)cc1,/,/,6,/,0.2,-1,/,9,/
CC/C(=N\NC(=O)CNC(=O)/C=C/c1ccco1)c1ccccc1,-6,0,1,-1,0.0,9,-6,12,2.1
CN(c1cnn(-c2ccccc2)c(=O)c1Cl)n1cccc1,-5,0,-6,-1,0.1,9,-1,9,-2.3
COc1cccc(-c2ccc(SCC(=O)c3ccccc3)nn2)c1,-3,6,-6,3,0.0,2,6,1,-1.0
Nn1c(Cc2ccccc2F)nnc1SCC(=O)Nc1cccc(S(=O)(=O)NC2=NCCCCC2)c1,-2,-1,-3,-1,0.0,11,-1,9,-2.5
CCOC(=O)c1cnc(SCc2ccc(C)cc2)nc1N,2,9,10,-1,-0.1,-1,3,8,0.6
CC1C(=O)N2CCCc3cc(NC(=O)C(=O)NCCc4ccccc4)cc1c32 (stereo unspecified),2,-2,-10,4,0.1,0,2,-2,-0.2
O=C(Nc1ccc2c(c1)OCO2)c1cccc(S(=O)(=O)N2CCCC2)c1,-2,1,3,3,-0.1,-4,2,10,3.0
Cc1csc(NS(=O)(=O)c2ccc(Cl)cc2)n1,4,-10,21,8,0.0,-2,2,-11,3.3
CN(C)c1ccc(C(CC(=O)O)NC(=O)c2ccc(Cl)cc2)cc1 (stereo unspecified),0,-12,9,-4,0.1,-4,5,0,2.6
N#Cc1c(NC(=O)c2ccc(-c3ccccc3[N+](=O)[O-])o2)sc2c1CCCC2,4,28,6,3,0.0,-4,1,1,0.2
O=C(O)C1CCCN1S(=O)(=O)c1ccc2ccccc2c1 (stereo unspecified),0,-2,-18,1,0.0,-16,-3,-3,1.5
Cc1cc(NC(=O)CSCC(=O)OCC(=O)Nc2ccc(OC(F)F)cc2)no1,-2,/,3,/,-0.2,-5,/,3,-0.1
Cc1ccc(N(C)C(=O)CN(C)S(=O)(=O)c2ccc3c(c2)n(C)c(=O)c(=O)n3C)cc1,0,-5,-1,-4,-0.1,-7,1,-3,1.5
Cc1cc(OC(=O)c2cc(Cl)ccc2Cl)c([N+](=O)[O-])c(=O)[nH]1,-5,-1,6,-4,0.1,3,1,2,-3.0
CCn1c(=O)cc(SCC(=O)N2CCN(c3ccccc3F)CC2)c2ccccc21,0,0,1,1,0.0,-1,1,-6,2.0
Nc1c([N+](=O)[O-])cc(-c2cnc[nH]2)cc1[N+](=O)[O-],3,-27,-15,0,0.0,10,-4,5,1.0
Cc1ccc(C=Nc2ccccc2C(=O)Nc2ccccc2)cc1,3,-5,12,-5,0.9,-1,1,-8,1.9
CCOC(=O)C1=C(c2ccccc2)NC(=S)NC1c1ccc(Cl)c([N+](=O)[O-])c1 (stereo unspecified),13,36,2,2,0.3,-17,3,-9,3.0
CC(OC(=O)c1cc(=O)[nH]c2ccccc12)C(=O)Nc1ccccc1F (stereo unspecified),-2,-1,-4,-17,0.0,6,1,4,-1.8
CC1CCN(c2ccc(-c3ccc(NC(=O)c4ccco4)cc3)nn2)CC1,0,6,16,1,0.0,11,-1,-5,0.9
NNS(=O)(=O)c1ccc(Sc2ccccn2)c([N+](=O)[O-])c1,-3,1,2,0,0.0,-3,0,2,-2.4
CN(C)c1ccc(C2C=C(c3ccc(Cl)cc3OC(F)F)Nc3ncnn32)cc1 (stereo unspecified),3,10,25,2,-0.1,-40,49*,-43,1.7

# 3 entries from above, ordered by the number in core dimer inh, smallest number first:
mol	core dimer inh	GASC-1 inh	Efflux pump inh	TPT1 inh	procasp3 activ	PP5 inh
CN(c1cnn(-c2ccccc2)c(=O)c1Cl)n1cccc1	0	-6	0.1	-1	9	-2.3
NNS(=O)(=O)c1ccc(Sc2ccccn2)c([N+](=O)[O-])c1	1	2	0.0	0	2	-2.4
CC1CCN(c2ccc(-c3ccc(NC(=O)c4ccco4)cc3)nn2)CC1	6	16	0.0	-1	-5	0.9

# (continued)
SMILES,PP1 inh,core dimer inh,GASC-1 inh,CTSL1 counter,Efflux pump inh,procasp7 counter,TPT1 inh,procasp3 activ,PP5 inh
Cc1cc(C)c2c(CC(=O)N(CCC#N)Cc3cccnc3)coc2c1,4,6,12,1,-0.1,9,-4,-1,0.3
CSC1=NC(C)(C)CC2(C)Nc3ccccc3N12 (stereo unspecified),2,1,-5,-1,0.1,-8,-1,3,3.1
C=CCn1c(-c2ccc(C)cc2)nc2ccccc21,-7,3,-5,-2,0.7,3,-3,7,-0.3
COc1ccc(CNc2nc(-c3ccccc3)nn2C(=O)c2ccc([N+](=O)[O-])cc2)cc1,-2,5,-1,-3,0.1,6,-1,1,0.6
O=c1ccc(S(=O)(=O)N2CCC(Cc3ccccc3)CC2)c[nH]1,9,4,-2,3,0.0,-5,1,-3,3.2
Cc1cc([N+](=O)[O-])ccc1NC(=S)NC(=O)C(c1ccccc1)c1ccccc1,7,25,2,-1,-0.2,-3,-3,4,4.1
O=C(O)CCCCCNC(=O)CSc1nnc(-c2ccco2)n1-c1ccccc1,0,-1,-4,-3,0.1,-6,-4,-8,3.5
COc1ccc(CC(=O)OCC(=O)N(CC(C)C)c2c(N)n(Cc3ccccc3)c(=O)[nH]c2=O)cc1,-7,-7,2,0,0.0,-1,1,-1,2.4
O=C(NCc1ccco1)c1cc2n(n1)C(C(F)(F)F)CC(c1ccc(Br)cc1)N2 (stereo unspecified),3,1,1,-1,-0.2,2,1,4,-0.3
CC(Sc1nnc(Cc2cccs2)n1C1CCCCC1)C(=O)NCc1ccco1 (stereo unspecified),1,10,18,-1,0.1,10,1,2,1.1
O=C(O)C(O)c1ccccc1 (stereo unspecified),4&-2,-12&-2,5,2&5,-0.2&-0.1,-6&2,-3&-4,9&0,0.2&0.5
CCN(Cc1ccccc1)C(=O)C1CCC(CNc2c(N3CCOCC3)c(=O)c2=O)CC1 (stereo unspecified),0,-4,1,-3,-0.3,5,-2,3,-0.1
CCOC(=O)C1CCCN(CCC(=O)Nc2ccc3c(c2)CCC3)C1 (stereo unspecified),-3,-4,15,0,0.1,3,0,3,3.1
COc1ccc(-c2cc(-c3ccc(OC)cc3)c(C#N)c(SC)n2)cc1,-3,75*,4,4,-0.1,-5,-6,-1,-2.0
CCOc1ccc(OCC)c(NC(=O)Cn2c(C)nc3ccccc3c2=O)c1,0,3,17,-3,0.0,14,-1,-1,1.6
CNC(=O)CSc1nc(SC)ns1,-3,-2,-15,6,0.0,2,3,7,1.4
COc1ccc(CC(=O)OCC(=O)Nc2ncc(Cl)cc2Cl)cc1OC,-2,-6,0,-6,0.1,4,3,5,0.8
